Coupling enz: coupling enzyme interference in Giardia aldolase counter-screen; AID 2472; coupling enzyme system counterscreen, AmpLite Red fluorescence; 290,000 tested, 0.67% active; activity change, negative = inhibition, % at 58.2 µM, hits read low; in the data active = activity change below about -30%; also: % is scaled to controls: 0 for no effect and ±100 for the full control effect
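Activity here indicates interference with the coupling reaction, not aldolase inhibition. Compounds at 57.5 uM final met coupling enzymes for 10 min at RT; substrate and AmpLite Red detection followed, with a 525/598 nm fluorescence read after 20 min.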
CXXC DNA block: MLL CXXC-DNA interaction inhibition | MLL-CXXC / FITC-HOXA9 DNA fluorescence polarization | Potency, µM (titrated, usually from 115 µM), inactives show at the highest dose activity change, negative = inhibition, hits mostly inhibitors | 290,000 tested, 0.037% active; active = well fitted inhibition curve with a large enough effect in the polarisation, with a control signal flat, not every such curve was filed as active; inconclusive = small, poorly fitted or top-dose-only effect, or effect the other way, or a change in a side signal; inactive = no such curve, though single readings can be large or run the other way; the % refers to the polarisation; also: potency is read from the fitted curve at half-maximal effect
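Fluorescence polarization: 7 uM MLL-CXXC (stock) preincubated 5 min with compounds, then 50 nM fluorescein-HOX-A9 DNA (stock) added; 30 min ambient. Buffer 50 mM Tris-HCl pH 7.5, 50 mM NaCl, 1 mM DTT, 0.05% BSA.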
Chronic BCR inh: blocks chronic active B-cell receptor signaling. ABC-DLBCL IkBa-CBG/CBR reporter, luminescence ratio, 4 h. Potency, µM (series often up to 46.1 µM), inactives show top-dose ratio change, negative = lower green/red ratio, hits mostly inhibitors. 340,000 tested, 0.05% active; active = well fitted inhibition curve with a large enough effect in the signal ratio, with a control signal flat, not every such curve was filed as active; inconclusive = small, poorly fitted or top-dose-only effect, or effect the other way, or a change in a side signal; the % refers to the signal ratio;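 also: potency is read from the fitted curve at half-maximal effect; plate controls were basal doxycycline-induced cells for no effect and cells given 10 µM MG132 for full effect; MG132 reads +100%, hits lower the ratio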
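Concentration-response series (up to 46 uM) were applied to TMD8 dual-reporter cells for 4 h at 37C with doxycycline. Green/red ratio, after filter-overlap correction, defined %Activity; red signal alone was normalised to basal cells and zero luminescence.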
TSHR antag: human thyrotropin receptor antagonism | P16473 | TSHR-expressing cells, TSH-stimulated cAMP HTRF, 2 h; hits give low values | activity change, negative = inhibition, % at 11.5 µM | 330,000 tested, 0.2% active | AID 504810;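 active = activity change below a set negative limit, meaning inhibition stronger than a set level, cut at about -70% in these data; inconclusive = activity change between two set negative limits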; also: % is scaled to controls: 0 for no effect and ±100 for the full control effect
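Competitive HTRF cAMP read-out (cryptate anti-cAMP antibody, cAMP-d2; 30 min, room temperature) in freshly harvested TSHR cells. Compounds added before TSH at EC80 (4nM final), followed by 2 hours' incubation at 37 deg C.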
TCR activator: activators of T cell receptors; primary human leukocytes, anti-CD3, IL-2 HTRF, 48 h; Potency, µM (titrated, usually from 9.22 µM), without a hit: at the top dose activation of IL-2 secretion, usual class: activators; 330,000 tested, under 10 active; also: % of control where 0% means no effect
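Primary human leukocytes incubated 48 hr with anti-CD3 beads plus compound, without co-stimulation. Secreted IL-2 measured by HTRF (europium cryptate/d2 anti-IL-2 pair, 320 nm excitation, 665 nm emission).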
GALK inh: blocks human galactokinase activity; P51570; Purified GALK, Kinase-Glo residual ATP luminescence; Potency, µM (titrated, usually from 57.5 µM), for the others: at the highest dose activity change, negative = inhibition, actives largely listed as inhibitors; 270,000 tested, 0.007% active; also: potency is read from the fitted curve at half-maximal effect; % is scaled to controls: 0 for no effect and ±100 for the full control effect
Target sequence (P51570 whole entry, looked up): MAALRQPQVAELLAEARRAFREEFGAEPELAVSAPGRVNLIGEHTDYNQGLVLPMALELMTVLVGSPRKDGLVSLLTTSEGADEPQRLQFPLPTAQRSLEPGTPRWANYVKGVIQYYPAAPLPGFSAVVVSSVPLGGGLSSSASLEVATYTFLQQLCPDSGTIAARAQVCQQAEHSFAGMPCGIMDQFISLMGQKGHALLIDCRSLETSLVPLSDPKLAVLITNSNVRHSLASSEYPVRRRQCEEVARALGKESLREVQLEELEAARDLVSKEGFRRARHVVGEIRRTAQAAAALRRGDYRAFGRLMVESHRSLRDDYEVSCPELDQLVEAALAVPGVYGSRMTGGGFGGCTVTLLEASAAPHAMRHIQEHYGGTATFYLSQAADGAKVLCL
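GALK at 5 nM final was combined with compound, 35 uM ATP and 100 uM galactose in HEPES pH8.0 with MgCl2 and DTT. The reaction ran one hour at room temperature before luminescent ATP detection.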
Giardia kill: Giardia lamblia killing | Giardia lamblia trophozoite viability | activity change, % at 7.66 µM, hits read low | 340,000 tested, 0.15% active | AID 540267; in the data active = activity change below about -80%; inconclusive = between about -30% and that limit;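 also: parasites exposed to compound for two days anaerobically before the ATP read; % is scaled to controls: 0 for no effect and ±100 for the full control effect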
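Giardia lamblia trophozoites (100 cells/well) were incubated with compounds for 48 h at 37 deg C under anaerobic conditions. Viability was read as ATP content by one-step luminescence after 15-30 min at room temperature.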
hERG WT inh: blocks the wildtype human KCNH2 potassium channel | AID 720551 | Q12809 | activity change, % at 1.84 µM | 340,000 tested, 0.37% active | U2OS, BacMam KCNH2, thallium flux FluxOr; hits give low values;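 active = maximum activity change below -70%; inconclusive = maximum activity change between -70% and -50%; inactive = maximum activity change above -50%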; also: % is scaled to controls: 0 for no effect and ±100 for the full control effect
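U2OS cells transduced with wild-type KCNH2 virus are loaded with FluxOr dye for 45 min, and thallium flux is measured in kinetic reads before and after stimulation buffer. Rate constants are normalized to DMSO controls.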
Tb PFK block: T. brucei PFK enzyme inhibition; Potency, µM (titrated, usually from 57.5 µM), without a hit: at the top dose activity, negative = inhibition, usual class: inhibitors; O15648; 330,000 tested, 0.17% active; T. brucei PFK, ADP-Glo luminescence;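 also: potency is read from the fitted curve at half-maximal effect; 0% = uninhibited 1x PFK enzyme wells and -100% = no-enzyme wells; nearly all actives have a fitted effect of over 60% in size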
Target sequence (O15648 whole entry, looked up): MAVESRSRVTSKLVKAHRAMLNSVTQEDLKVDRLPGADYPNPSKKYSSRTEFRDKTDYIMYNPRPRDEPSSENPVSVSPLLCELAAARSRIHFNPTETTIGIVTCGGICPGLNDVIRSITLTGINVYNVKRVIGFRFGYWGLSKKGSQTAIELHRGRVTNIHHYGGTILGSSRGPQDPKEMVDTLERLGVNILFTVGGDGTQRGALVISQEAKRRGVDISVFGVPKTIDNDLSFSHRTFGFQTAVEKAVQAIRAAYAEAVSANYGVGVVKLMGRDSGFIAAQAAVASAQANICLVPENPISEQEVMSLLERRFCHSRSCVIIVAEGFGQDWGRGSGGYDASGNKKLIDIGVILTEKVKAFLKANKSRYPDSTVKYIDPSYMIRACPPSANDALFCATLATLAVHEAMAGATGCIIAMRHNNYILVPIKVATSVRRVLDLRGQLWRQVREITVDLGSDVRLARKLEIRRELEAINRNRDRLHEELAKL
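1.25 nM PFK with 0.5 mM F6P and 0.1 mM ATP in 0.1 M TEA pH 8.0, 5 mM MgCl2, incubated 45 min at room temperature; ADP measured by ADP-Glo luminescence; compounds titrated up to 57 uM.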
AT treatment: candidate therapy for ataxia-telangiectasia | […] A-T fibroblasts, KAP-1 phosphorylation AlphaLISA; neocarzinostatin DNA damage 30 min before lysis | Potency, µM (highest dose often 57.5 µM), without a hit: at the highest dose activation, actives largely listed as activators | 320,000 tested, 0.19% active; also: potency is read from the fitted curve at half-maximal effect; % of control where 0% means no effect; nearly all actives have a fitted effect of over 45% in size
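hTERT-immortalized A-T patient fibroblasts ([…]), 500 cells/well in OPTI-MEM, 1% FBS, got compounds for 60 min, then NCS for 30 min at 37C. Lysates were then assayed for phospho-KAP-1 by AlphaLISA (anti-pKAP1 donor, anti-KAP1 acceptor beads), 6 hr at 25C.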
* = called active by the depositor; & = joins results of further samples; [ ] = remark or other dose. Unless noted, calls follow the shape of the dose curve; as a rule, active = well fitted curve in the direction sought with a large enough effect; inconclusive = small, poorly fitted or top-dose-only effect, or another doubt; inactive = no such curve, though single readings can be large; an effect the other way counts as inactive or inconclusive.

`COc1ccc(-c2c(-c3cc(OC)cc(OC)c3)n(C)c3ccc(-c4ccc5cc[nH]c5c4)cc23)cc1` gave Chronic BCR inh 2.4%, TSHR antag -10.5, TCR activator -2.7%, Giardia kill -7.8, hERG WT inh -1.6, Tb PFK block -0.2% and AT treatment inconclusive.
`O=C(CSc1nnc(-c2ccc(Br)cc2)n1CCc1ccccc1)NC1CCS(=O)(=O)C1` (configuration not stated) gave Coupling enz 3.0, CXXC DNA block 14.4%, Chronic BCR inh -2.3%, TSHR antag 24.1, TCR activator 0.8%[46.1 µM], GALK inh 0.0%, Giardia kill 14.4, hERG WT inh 14.6, Tb PFK block 2.1% and AT treatment -3.3%.
For CCc1nnc(NC(=O)CN2CCN(c3nc(-c4ccccc4)cs3)CC2)s1 the results were Coupling enz 0.5, CXXC DNA block 1.3%, Chronic BCR inh -5.4%, TSHR antag -6.0, TCR activator 3.6%, GALK inh -0.2%, Giardia kill -9.0, hERG WT inh -17.1, Tb PFK block 3.6% and AT treatment 3.6%.
Cn1c(N)c(C(=O)CCl)c(=O)n(C)c1=O was read as Coupling enz 8.3, CXXC DNA block 10.0%, Chronic BCR inh inconclusive, TSHR antag 15.4, TCR activator 1.5%, GALK inh -2.1%, Giardia kill -23.1, hERG WT inh 3.3, Tb PFK block -9.5% and AT treatment -4.3%.
`O=C(NCc1ccccc1)C1CC(=O)N(C2CCCCCC2)C1` (configuration not stated) gave Coupling enz 0.6, CXXC DNA block 4.0%, Chronic BCR inh 3.3%, TSHR antag -2.6, TCR activator -1.6%, GALK inh -0.4%, Giardia kill 2.5, hERG WT inh -1.2, Tb PFK block 1.1% and AT treatment -2.3%.
`CCOC(=O)NNC(=O)CCn1c2c(c3ccccc31)CCCC2` gave Coupling enz -5.0, CXXC DNA block 2.0%, Chronic BCR inh -1.0%, TSHR antag 8.7, TCR activator 2.0%, GALK inh 1.5%, Giardia kill 11.9, hERG WT inh 1.8, Tb PFK block -0.6% and AT treatment 0.1%.
For CC(C)Oc1ccc(C(=O)NCCCNC(=O)c2ccccn2)cc1 the results were Coupling enz 0.2, CXXC DNA block 7.1%, Chronic BCR inh -0.2%, TSHR antag -1.6, TCR activator -0.9%, GALK inh -1.8%, Giardia kill 34.9[activator], hERG WT inh 12.2, Tb PFK block -4.0% and AT treatment 7.1%.
COc1ccc(-c2[nH]ncc2CNCC(C)(C)N2CCOCC2)cc1F was read as Coupling enz 5.4, CXXC DNA block 9.0%, Chronic BCR inh -6.8%, TSHR antag -10.6, TCR activator 6.9%, GALK inh 8.7%, Giardia kill -10.6, hERG WT inh -2.3, Tb PFK block -0.1% and AT treatment -2.3%.
N#Cc1cc(C(=O)c2cc(Cl)ccc2O)cn(CC2CCCO2)c1=O (configuration not stated) was read as Coupling enz 3.6, CXXC DNA block -0.7%, Chronic BCR inh inconclusive, TSHR antag -49.8, TCR activator -15.1%, GALK inh 0.1%, Giardia kill 8.9, hERG WT inh 25.3, Tb PFK block 0.0% and AT treatment 6.8%.
`COc1ccc(NS(=O)(=O)c2cccc3nsnc23)cc1OC` gave Coupling enz -1.4, CXXC DNA block -1.5%, Chronic BCR inh 6.9%, TSHR antag -11.7, TCR activator 6.3%, GALK inh -1.2%, Giardia kill -5.5, hERG WT inh 1.1 and Tb PFK block -0.1%.
Screening O=C(NCC(c1ccco1)N1CCN(c2ccccc2)CC1)C(=O)NC1CCCC1 (configuration not stated) returned Chronic BCR inh -13.0%, TSHR antag 7.7, Giardia kill -4.0, hERG WT inh 16.1, Tb PFK block 3.7% and AT treatment -5.8%.
Screening C/C(=N\NC(=O)c1cc(C)nc2ccccc12)c1ccccn1 returned Chronic BCR inh inconclusive, TSHR antag -14.8, TCR activator 3.7%, Giardia kill 14.1, hERG WT inh -4.6, Tb PFK block 15.4% and AT treatment 10.8%.
`CCOc1ccc(NC(=O)COc2cccc3c2CCN(Cc2cccnc2)C3=O)cc1` gave CXXC DNA block -21.8%, Chronic BCR inh 0.2%, TSHR antag 43.0, TCR activator 12.4%, GALK inh -1.7%, Giardia kill 4.5, hERG WT inh -4.0, Tb PFK block 3.0% and AT treatment 18.5%.
Screening O=Nc1c2nc3ccccc3n(O)c-2c2ccccc12 returned Coupling enz -4.9, CXXC DNA block -2.1%, Chronic BCR inh inconclusive, TSHR antag -12.6, GALK inh -0.2%, Tb PFK block 7.3% and AT treatment -12.4%.
Screening COCCN(Cc1ccc(C)c(Br)c1)C(=O)Cn1cnc(S(=O)(=O)N2CCCC2)c1 returned CXXC DNA block 1.2%, Chronic BCR inh -0.4%, TSHR antag 10.6, TCR activator 1.5%, GALK inh -3.3%, Giardia kill 3.8, hERG WT inh -1.3, Tb PFK block 3.9% and AT treatment 13.8%.
COc1ccccc1N1CCN(C(=O)c2ccc3c(=O)n(Cc4ccc5c(c4)OCO5)c(=O)[nH]c3c2)CC1 was read as Coupling enz 3.1, CXXC DNA block 10.7%, Chronic BCR inh inconclusive, TSHR antag -13.1, TCR activator -3.1%, GALK inh -0.7%, Giardia kill 36.2[activator], hERG WT inh 3.6, Tb PFK block 5.9% and AT treatment -1.4%.
For Cc1ccsc1/C=N/NC(=O)CN1CCN(S(=O)(=O)c2ccc(Br)cc2)CC1 the results were Coupling enz -0.3, CXXC DNA block 5.4%, Chronic BCR inh 0.6%, TSHR antag 2.2, TCR activator -0.4%[46.1 µM], GALK inh 0.8%, Giardia kill -11.7, hERG WT inh -7.7, Tb PFK block 0.5% and AT treatment 0.7%.
O=C(CCCN1C(=O)c2cccc3cccc(c23)C1=O)NCc1cccs1 was read as Coupling enz 5.4, CXXC DNA block -2.2%, Chronic BCR inh 17.0%, TSHR antag 3.0, TCR activator 2.3%, GALK inh 5.0%, Giardia kill -10.1, hERG WT inh -7.1, Tb PFK block 0.8% and AT treatment -3.2%.
Screening COc1ccc2[nH]c(O)c(N=NC(=O)c3ccc(NS(=O)(=O)c4cccs4)cc3)c2c1 returned Chronic BCR inh -0.7%, TSHR antag -3.5, TCR activator 1.1%, Giardia kill -12.2, hERG WT inh 6.7, Tb PFK block 5.1% and AT treatment 0.6%.
CCN1CCN(c2nc(C)c3c(n2)CCCC3=O)CC1 was read as Coupling enz 2.0, CXXC DNA block -0.3%, Chronic BCR inh -0.1%, TSHR antag 15.6, TCR activator 3.3%, GALK inh -0.2%, Giardia kill 9.0, hERG WT inh -13.9, Tb PFK block 0.8% and AT treatment 4.5%.
CC(C)(C)N1OC2CC1c1nc3ccccc3n1C2 (configuration not stated) was read as Coupling enz 1.8, CXXC DNA block 24.5%, Chronic BCR inh 1.2%, TSHR antag -2.8, TCR activator -3.4%, GALK inh 3.7%, Giardia kill 4.0, hERG WT inh 3.5, Tb PFK block -8.8% and AT treatment -6.5%.
Screening Cc1c(C(=O)NCc2ccccn2)oc2ccccc12 returned Coupling enz 4.7, CXXC DNA block -4.6%, Chronic BCR inh -12.5%, TSHR antag 6.5, TCR activator -6.8%, GALK inh -1.0%, Giardia kill 6.5, hERG WT inh 2.1, Tb PFK block 0.0% and AT treatment -5.6%.
Screening CCOC(=O)Cc1c(C)nc2cc(-c3ccc(C)cc3)[nH]n2c1=O returned Coupling enz -0.1, CXXC DNA block 11.0%, Chronic BCR inh -6.9%, TSHR antag 3.8, TCR activator -47.0%, GALK inh 0.9%, Giardia kill -8.5, hERG WT inh 1.6, Tb PFK block -6.0% and AT treatment -4.8%.
CCCCOC(=O)C1Cc2ccccc2C(=O)O1 (configuration not stated) was read as Coupling enz 0.6, CXXC DNA block -5.4%, Chronic BCR inh inconclusive, TSHR antag -2.5, TCR activator -6.7%, GALK inh 3.2%, Giardia kill -16.7, hERG WT inh 1.4, Tb PFK block 0.3% and AT treatment 9.6%.
`COC(=O)C1=C[C@@H](C(=O)OC)[C@@H]2C3=C(C(=O)C2(C)C)[C@H](C)n2c(=O)n(-c4ccccc4)c(=O)n2[C@@H]3C1` gave Coupling enz 0.8, TCR activator -3.6%, Giardia kill 2.7&27.5 and hERG WT inh 3.6.
Screening CC(=O)N/C(=C\c1ccccc1)C(=O)OCc1cc(C)ccc1C returned Coupling enz 3.9, CXXC DNA block 15.6%, Chronic BCR inh -8.6%, TSHR antag 7.7, TCR activator 2.1%, GALK inh -2.1%, Giardia kill -5.4, hERG WT inh 9.3, Tb PFK block 0.9% and AT treatment 7.8%.
`COc1ccc(/C=N/NC(=O)c2ccc(CSc3nc(C)cc(C)n3)cc2)c(OC)c1OC` gave Coupling enz -4.0, CXXC DNA block 3.5%, Chronic BCR inh -3.3%, TSHR antag -9.8, TCR activator 8.3%[46.1 µM], GALK inh 2.2%, Giardia kill 7.0, hERG WT inh 1.8, Tb PFK block -9.2% and AT treatment -3.7%.
Screening CCCCCc1c(C)nc(Nc2ccccc2)[nH]c1=O returned Coupling enz -0.3, CXXC DNA block -3.8%, Chronic BCR inh inconclusive, TSHR antag -8.7, TCR activator 3.2%, GALK inh -0.3%, Giardia kill -16.8, hERG WT inh -5.6, Tb PFK block -0.1% and AT treatment 15.8%.

From PubChem BioAssay
